# CHT PAM: allosteric activators of human choline transporter CHT. Q9GZV3. CHT-expressing cells, membrane potential dye, choline EC20; active compounds read high; LV-AA mutant CHT in HEK293 cells. B-score at 10 µM. hit rate 0.49% among 310,000. AID 488977;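 active = initial fluorescence not abnormally high and integrated response B-score, plate-corrected, over 3 SD above library mean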
# Target sequence (Q9GZV3 whole entry, looked up): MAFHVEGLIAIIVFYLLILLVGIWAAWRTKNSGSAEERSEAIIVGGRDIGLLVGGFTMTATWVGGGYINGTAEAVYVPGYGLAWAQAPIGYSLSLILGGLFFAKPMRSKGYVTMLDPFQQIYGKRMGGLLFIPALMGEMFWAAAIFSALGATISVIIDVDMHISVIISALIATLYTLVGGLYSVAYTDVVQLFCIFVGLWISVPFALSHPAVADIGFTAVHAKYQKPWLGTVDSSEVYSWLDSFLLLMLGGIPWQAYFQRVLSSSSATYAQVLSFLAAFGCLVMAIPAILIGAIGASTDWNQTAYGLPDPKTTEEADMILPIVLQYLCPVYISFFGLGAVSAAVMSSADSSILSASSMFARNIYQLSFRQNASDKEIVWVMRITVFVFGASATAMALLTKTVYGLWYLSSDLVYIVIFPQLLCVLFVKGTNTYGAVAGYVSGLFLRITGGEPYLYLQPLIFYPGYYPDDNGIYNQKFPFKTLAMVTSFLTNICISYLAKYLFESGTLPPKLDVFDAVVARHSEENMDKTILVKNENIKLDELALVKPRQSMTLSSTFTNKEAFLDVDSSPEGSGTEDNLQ
# OX1R antag: blocks the human orexin 1 receptor; O43613; CHO/OX1R cells, Fluo-8 calcium fluorescence, orexin A; inhibition, % at 5 µM; hit rate 0.43% among 330,000; AID 434989;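 active = inhibition above its plate's threshold, mean inhibition of all tested compounds on the plate plus 3 SD, cut at about 37% in these data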;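 also: 0% = orexin A challenge wells and 100% = SB-334867-A antagonist wells; not every result past the cut was called active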
# Target sequence (O43613 whole entry, looked up): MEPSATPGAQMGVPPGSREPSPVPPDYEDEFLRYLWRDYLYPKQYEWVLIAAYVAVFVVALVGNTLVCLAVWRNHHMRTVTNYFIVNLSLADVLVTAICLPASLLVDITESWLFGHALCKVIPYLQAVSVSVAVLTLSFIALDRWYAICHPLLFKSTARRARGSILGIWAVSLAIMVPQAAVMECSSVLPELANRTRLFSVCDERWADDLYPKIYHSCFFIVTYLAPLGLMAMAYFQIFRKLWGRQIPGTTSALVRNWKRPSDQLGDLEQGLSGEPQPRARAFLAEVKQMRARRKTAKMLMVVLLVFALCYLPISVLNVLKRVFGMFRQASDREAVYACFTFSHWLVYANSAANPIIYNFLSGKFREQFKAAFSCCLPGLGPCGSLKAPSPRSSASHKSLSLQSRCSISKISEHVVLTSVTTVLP
# * = called active by the depositor; i = inactive; nt = no result given. The order is random; about 0.8% have a hit in one of these screens.
# The line under a structure holds: CHT PAM, OX1R antag
O=C(COc1ccccc1)NC1CCSc2ccccc21 (stereo not given)
→ i, -9
Cc1onc(-c2ccccc2Cl)c1C(=O)N(Cc1ccc(N(C)C)cc1)C(C)C
→ i, -24
O=C1C=C(c2cccnc2)CCC1
→ i, 2
Cc1c(NC(=O)OCCNC(=O)COc2ccc(Cl)cc2Cl)sc(=S)n1C
→ i, -3
O=C(NNS(=O)(=O)c1ccc2ccccc2c1)c1cccs1
→ i, -19
Cc1ccc(C(=O)N/N=C\c2cccs2)cn1
→ i, 5
O=C(CN1CCN(S(=O)(=O)N2CCCCC2)CC1)Nc1cc(Cl)cc(Cl)c1
→ i, -30
Cc1nc2ccc(S(=O)(=O)N(C)CC(=O)Nc3ccccc3F)cc2s1
→ i, -15
CC(C)(C)NC(=O)CN(C(=O)CCC(=O)Nc1nccs1)c1ccc(F)cc1
→ i, -27
O=C(Nc1ccccc1F)c1oc2ccccc2c1NC(=O)C1CC1
→ i, -15
Cc1ccc(S(=O)(=O)N(CC(=O)NCCSc2ccccn2)c2ccc(C)c(C)c2)cc1
→ i, -26
O=C(OCC(=O)N1CCOCC1)c1ccc(Br)cc1
→ i, -7
Cc1cc(C)n(-c2ccc(C(=O)OCC(=O)NCc3ccc(F)cc3)cc2)n1
→ i, -25
COc1ccc(C(=O)OC(C)CN2CCN(C)CC2)cc1 (stereo not given)
→ i, -8
O=[N+]([O-])c1c(NCCO)cc(N2CCCCCC2)c2nonc12
→ i, -18
CCC(=O)NCCc1nc2cc(NC(=O)c3cccc([N+](=O)[O-])c3)ccc2n1C
→ i, nt
C=CCn1c(SCC(C)=O)nc2scc(-c3ccco3)c2c1=O
→ i, -41
O=C1CN(C(=O)c2ccc(Br)o2)C(c2ccc(F)cc2)c2cc(Cl)ccc2N1 (stereo not given)
→ i, -43
COc1ccc(-n2c(C)cc(C(=O)CN3C(=O)NC4(CCc5ccccc54)C3=O)c2C)cc1 (stereo not given)
→ i, -11
COc1ccccc1-c1nc(-c2ccccc2)[nH]c(=O)c1C#N
→ i, -4

# Of the compounds above, these have bromine:
# The line under a structure holds: CHT PAM, OX1R antag
O=C(OCC(=O)N1CCOCC1)c1ccc(Br)cc1
→ i, -7
O=C1CN(C(=O)c2ccc(Br)o2)C(c2ccc(F)cc2)c2cc(Cl)ccc2N1 (stereo not given)
→ i, -43

# The listing picks up; the 2 compounds before the break are reprinted first.
# The line under a structure holds: CHT PAM, OX1R antag
COc1ccc(-n2c(C)cc(C(=O)CN3C(=O)NC4(CCc5ccccc54)C3=O)c2C)cc1 (stereo not given)
→ i, -11
COc1ccccc1-c1nc(-c2ccccc2)[nH]c(=O)c1C#N
→ i, -4
CC1CCCCN1C(=O)C1CCCN(S(=O)(=O)c2cccc3nsnc23)C1 (stereo not given)
→ i, -12
CC(=O)c1ccc(NC(=O)/C(Cl)=C/c2ccccc2)cc1
→ i, -8
Cc1ccccc1-c1cn(-c2ccccc2)c(=S)[nH]1
→ i, -13
O=C(Nc1cccc(Br)c1)c1cccc(OC(=S)N2CCOCC2)c1
→ i, -5
O=C(COC(=O)c1ccccc1[N+](=O)[O-])c1ccc2c(c1)OCO2
→ i, -10
CCN(CC)CCCNC(=O)C(C)n1nc(C)c2sc3ccccc3c2c1=O (stereo not given)
→ i, -21
O=C(Nc1ccccc1)C(Cc1cccs1)c1nn[nH]n1 (stereo not given)
→ i, -13
Cc1onc(-c2ccccc2Cl)c1C(=O)NC(=S)NCCc1ccccc1
→ i, -20
O=C(c1ccc(S(=O)(=O)NCc2ccco2)cc1)N1CCN(c2ccc(F)cc2)CC1
→ nt, 5
O=C(O)C1C2CCC(C2)C1C(=O)Nc1cc(F)ccc1F (stereo not given)
→ i, -12
CC(=O)c1c(OC(=O)c2ccc(C)cc2)c2ccccc2n1C
→ i, -32
N#Cc1c(C(F)(F)F)cc(=O)n2c1[nH]c1ccccc12
→ i, nt
COc1ccc(-c2noc(CCC(=O)N3CCN(c4ccccc4C)CC3)n2)cc1
→ nt, -7
O=C(Oc1ccc(=O)n(-c2ccccc2)n1)c1cccc(Cl)c1
→ i, -10
O=C(CC1C(=O)N(c2ccc(Cl)cc2)C(=S)N1CCc1ccncc1)Nc1ccc(F)cc1 (stereo not given)
→ i, -28
COc1cc(OC)c(C2=NOC(C(=O)Nc3ccc4c(c3)OCO4)C2)cc1Cl (stereo not given)
→ i, -13
CC(C)(C)OC(=O)N1CCN(C(=O)c2[nH]cnc2C(=O)Nc2ccc(Cl)cc2)CC1
→ nt, -1
COc1ccc2nc(NC(=O)CCNC(=O)c3ccccc3Cl)sc2c1
→ i, -28
COc1ccccc1/C=C/CN1CCN(c2ccccc2)CC1
→ i, -21
CC1=CC(c2ccccc2)=Nc2ccc(C)cc2N1
→ i, -6

# (continued)
# The line under a structure holds: CHT PAM, OX1R antag
COc1cc(/C=C2\C(=O)ON=C2c2ccccc2)cc(Br)c1O
→ i, 6
CN(Cc1ccccc1)C(=O)CN1C(=O)c2ccc([N+](=O)[O-])cc2C1=O
→ i, -30
CC(=O)N1CCN(C(=O)COc2ccc(Br)cc2)CC1
→ i, 7
O=C(CSc1ccccn1)N1CCN(c2ncc(C(F)(F)F)cc2Cl)CC1
→ i, -7
O=C(Cc1ccc(F)cc1)NCCS(=O)(=O)N1CCN(c2cccc(Cl)c2)CC1
→ i, -9
Cc1cccc(NC(=O)Nc2ccc(Oc3c(F)c(F)c(F)c(F)c3F)cc2)c1
→ i, 27
COc1cc(CC(=O)OCC(=O)Nc2ccc(N(C)C)cc2)cc(OC)c1OC
→ nt, -15
CC1=CC2=NC(=O)/C(=C\c3cn(C)c4ccccc34)C(=N)N2O1
→ i, -8
C#CCOC(=O)CN1C(=O)c2cccc3cccc(c23)C1=O
→ i, -18
CCOCCCNC(=O)C(NC(=O)CNC(C)=O)c1ccc(C)cc1 (stereo not given)
→ i, -14
Nc1c(C(=O)N2CCOCC2)sc2nc(N3CCOCC3)c3c(c12)CCCC3
→ i, -8
COC(=O)c1ccc(SCC(=O)N2CCC(C)CC2)c([N+](=O)[O-])c1
→ i, -12
Cc1cc2[nH]c3ccccc3c2cn1
→ i, -7
CCCc1cc(=O)[nH]c(SCC(=O)Nc2ccc(C(=O)Nc3ccccc3OC)cc2)n1
→ nt, 1
CCC(C)C(=O)Nc1nccs1 (stereo not given)
→ i, -14
CN1CCN(S(=O)(=O)c2cccc(C(=O)Oc3ccc(C(C)(C)C)cc3)c2)CC1
→ i, -23
O=S(=O)(NCC1CCCO1)c1cccc(C(F)(F)F)c1 (stereo not given)
→ i, -13
CCOC(=O)Cn1c(=N)n(CCOc2ccc(OC)cc2)c2ccccc21
→ i, -31
CCCC(=O)N1CCc2cc(OC)c(OC)cc2C1COc1ccccc1OC (stereo not given)
→ i, -30
Cc1cc(C(=O)OCC(=O)Nc2nnc(C(C)C)s2)c2ccccc2n1
→ i, -23

# Two compounds picked at random from those above, as already listed:
# The line under a structure holds: CHT PAM, OX1R antag
CCC(C)C(=O)Nc1nccs1 (stereo not given)
→ i, -14
CCOC(=O)Cn1c(=N)n(CCOc2ccc(OC)cc2)c2ccccc21
→ i, -31

# New compounds follow
# The line under a structure holds: CHT PAM, OX1R antag
N=c1c2c(ncn1CCCO)Oc1c(ccc3ccccc13)C2c1ccccc1 (stereo not given)
→ i, -20
Cc1nn(C)c(C(=O)Nc2cccc(Nc3ccccc3)c2)c1[N+](=O)[O-]
→ i, -6
CCn1c2ccccc2c2cc(NC(=O)CSc3nnnn3-c3ccccc3)ccc21
→ i, 15
O=S(Cc1ccccc1)CC(O)(c1ccc(Cl)cc1)c1ccc(Cl)cc1 (stereo not given)
→ i, -40
CC(OC(=O)c1nn(C(C)C)c(=O)c2ccccc12)C(=O)Nc1ncc(Cl)cc1Cl (stereo not given)
→ i, -3
O=S(=O)(Nc1ncccn1)c1ccc(NC(=S)NCc2cccnc2)cc1
→ i, -4
CCn1cc(-c2csc(N)n2)c(C)n1
→ i, -8
CCN(CC)C(=S)SCc1csc(CC(=O)Nc2ccccc2C)n1
→ i, -51
COc1cccc(NC(=O)COC(=O)c2ccc(S(=O)(=O)NCc3ccco3)cc2)c1
→ i, -3
CCOc1ccc(NC(=O)COC(=O)C23CC4CC(CC(C4)C2)C3)c([N+](=O)[O-])c1
→ i, -30
COc1ccc(-n2c(Cc3cccn3C)nnc2SCC(=O)Nc2cc(Cl)ccc2OC)cc1
→ i, -4
Cc1ccc(C)c(NC(=O)COC(=O)CCc2ccc(S(=O)(=O)N3CCOCC3)cc2)c1
→ i, -12
CCc1ccc(C(=O)N2CCN(S(=O)(=O)c3sc(C(=O)O)c(C)c3C(=O)O)CC2)cc1
→ nt, -6
O=C(Cn1ncc2c1-c1ccccc1OC2)Nc1ccc(S(=O)(=O)N2CCCCC2)cc1
→ i, -8
CC(C)Cc1nnc(NC(=O)C2=COCCO2)s1
→ nt, -9
CN(C)c1ccc(/C=N/N2C(=O)c3ccccc3C2=O)cc1
→ i, -5
Cc1cc2[nH]c(=O)c(=O)[nH]c2cc1S(=O)(=O)N1CCN(c2cccc(C(F)(F)F)c2)CC1
→ i, 6
Cc1cc(C)n(C(=O)c2cccc(S(=O)(=O)N3CCCC3)c2)n1
→ i, -12
O=C(CCN1CCCC1=O)NC1CCCc2c1cnn2-c1ccc(F)cc1F (stereo not given)
→ i, -14
OCC(CO)(CO)N=Cc1c(O)ccc2ccccc12
→ i, -12

# Going on with the list:
# The line under a structure holds: CHT PAM, OX1R antag
CC1CCN(c2cc(N3CCOCC3)c(F)cc2[N+](=O)[O-])CC1
→ i, -25
CCC(=O)Nc1cc(-c2nn(C)c(=O)c3ccccc23)ccc1N1CCOCC1
→ i, -20
CN(C)CCOC(=O)c1ccc(COc2ccccc2Br)o1
→ i, -18
Cc1cc(OCC(=O)OCC(=O)NCc2cccs2)ccc1Cl
→ nt, -5
COc1ccccc1-c1nc(SCC(=O)Nc2ccccc2F)n[nH]1
→ i, -5
O=C(NC(=S)NNC(=O)[C@H]1C[C@@H]1c1ccccc1)c1cccc(F)c1
→ i, -7
Cc1onc(-c2c(Cl)cccc2Cl)c1C(=O)n1nnc2ccccc21
→ i, 7
C=CCOC(=O)C1=C(C)NC(=S)C(C#N)(CC=C)C1c1ccccc1Cl (stereo not given)
→ i, -20
COCCNC(=O)c1onc(CSc2ccc(F)c(F)c2)c1C(=O)NCCOC
→ i, -6
CC(OC(=O)c1nsc(Cl)c1Cl)C(=O)NCc1cccs1 (stereo not given)
→ i, -20
C/C(=N\Nc1cccc([N+](=O)[O-])c1)c1cc2ccccc2o1
→ i, -5
CCCCNC(=O)NCCN1CCOCC1
→ i, -10
COc1ccccc1CNC(=O)CCCn1nc(C)c2c(C)n(-c3ccccc3)nc2c1=O
→ i, -44
O=C(O)C=C1CCN(c2ncc(C(F)(F)F)cc2Cl)CC1
→ i, 0
COc1cc(/C=N/NC(=O)c2csc3c2CCCC3)cc(OC)c1O
→ i, -7
CCCCSCCCNC(=O)C1CCC(CNS(=O)(=O)c2ccc(NC(C)=O)cc2)CC1 (stereo not given)
→ i, nt
Cc1n[nH]c(=S)n1/N=C/c1ccc(-c2ccc(Cl)cc2)o1
→ i, 8
CN1CCN(c2ccccc2NC(=O)C(Cc2ccccc2)n2cccc2)CC1 (stereo not given)
→ i, -22
Cc1ccc(C(=S)N2CCN(Cc3ccccc3)CC2)cc1
→ i, -12
CC(C(=O)O)n1cnc2sc3c(c2c1=O)CCCC3 (stereo not given)
→ i, -4

# Carrying on.
# The line under a structure holds: CHT PAM, OX1R antag
CCOCCn1c(CN2CCN(c3cccc(Cl)c3)CC2)nc2c1c(=O)n(C)c(=O)n2C
→ i, -15
N#C/C(=C\c1ccccc1O)C(=O)Nc1cccnc1
→ i, 0
COCc1cc(C)nc(SCC(=O)Nc2ccc3c(c2)n(C)c(=O)n3C)c1C#N
→ i, 3
CCN(Cc1ccccc1)S(=O)(=O)c1cc(C(=O)NC(C)C2CC3CCC2C3)ccc1OC (stereo not given)
→ i, -26
COC(=O)c1cc(Nc2cc(C)c3ccc(O)cc3n2)cc(C(=O)OC)c1
→ i, -4
C=C(C)Cn1c(N2CC(C)CC(C)C2)nc2c1c(=O)[nH]c(=O)n2C (stereo not given)
→ i, -28
COc1cc(OC)c(/C=C2\C(=O)Nc3ccccc32)c(OC)c1
→ i, -14
Oc1ccc(-c2n[nH]c(=S)n2-c2ccc3c(c2)OCCO3)cc1
→ i, -7
COc1cc2nc(NC(=O)c3ccc(F)cc3Cl)sc(=O)c2cc1OC
→ i, -16
COc1ccc(OC)c(C2C3=C(CC(C)(C)CC3=O)Nc3nnnn32)c1 (stereo not given)
→ i, -18
Clc1nc(Cl)nc(N(c2ccccc2)c2ccccc2)n1
→ i, 3
O=C(CSc1nc2ccccc2o1)N1CCCC1
→ i, -13
Cc1cccc(N2C(S)=C(C#N)C(=O)NC2c2ccco2)c1 (stereo not given)
→ i, -6
CC1CCCCN1C(=O)CN1C(=O)CSc2ccc(S(=O)(=O)N3CCOCC3)cc21 (stereo not given)
→ i, -4
COc1ccc(C(=O)NC2CCN(S(=O)(=O)c3ccc(F)cc3)CC2)cc1
→ i, -26
CCOC(=O)c1cc(-c2ccc(OC)cc2)nn1-c1ccccc1C(=O)O
→ i, -16
COc1ccc(N2C(=O)CC(Sc3nnc(-c4ccccc4F)n3C)C2=O)cc1 (stereo not given)
→ i, -32
COC(=O)/C(=C\Nc1ccc(Cl)c2ccccc12)c1ncc(C(F)(F)F)cc1Cl
→ i, -15

# Look-ups from the entries so far.
# In OX1R antag, N=c1c2c(ncn1CCCO)Oc1c(ccc3ccccc13)C2c1ccccc1 (stereo not given) shows -20
# In OX1R antag, Oc1ccc(-c2n[nH]c(=S)n2-c2ccc3c(c2)OCCO3)cc1 shows -7
# In OX1R antag, COc1ccc(-n2c(C)cc(C(=O)CN3C(=O)NC4(CCc5ccccc54)C3=O)c2C)cc1 (stereo not given) shows -11
# In OX1R antag, CC(OC(=O)c1nsc(Cl)c1Cl)C(=O)NCc1cccs1 (stereo not given) shows -20
# In OX1R antag, O=C(OCC(=O)N1CCOCC1)c1ccc(Br)cc1 shows -7
# In OX1R antag, COc1ccc(-n2c(Cc3cccn3C)nnc2SCC(=O)Nc2cc(Cl)ccc2OC)cc1 shows -4
# In OX1R antag, O=C(CSc1nc2ccccc2o1)N1CCCC1 shows -13
